DAX1 inh – inhibits human nuclear receptor DAX1; inhibition, % at 6.75 µM; HEK293 Gal4-DAX1 luciferase reporter, luminescence; AID 504766; P51843; hit rate 0.99% among 340,000;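 active means inhibition above the mean over all tested compounds plus 3 SD, cut at about 4.2% in these data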;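 further: 0% = DAX1-transfected cells with DMSO and 100% = empty-vector control cells with DMSO; inhibition shows as a rise in luminescence from relieved DAX1 repression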
Target sequence (P51843 207-470 limits assumed): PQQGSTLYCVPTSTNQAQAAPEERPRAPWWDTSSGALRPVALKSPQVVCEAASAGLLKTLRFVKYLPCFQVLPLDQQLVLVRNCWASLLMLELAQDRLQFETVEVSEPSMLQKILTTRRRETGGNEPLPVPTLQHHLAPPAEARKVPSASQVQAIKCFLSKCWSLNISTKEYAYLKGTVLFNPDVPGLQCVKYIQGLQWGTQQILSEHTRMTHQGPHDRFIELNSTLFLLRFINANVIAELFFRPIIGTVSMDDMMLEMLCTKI
FXN GAA850 act – increases GAA850 frataxin promoter reporter activity; HEK293 lucGAA850 FXN promoter luciferase reporter, 24 h; percent of 10 µM SAHA response; activation, % at 6 µM; hit rate 0.56% among 360,000; AID 540364;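 active means activation above the average of all compounds screened plus 3 SD, cutoff fixed separately per campaign, cut at about 7.5% in these data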;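 further: 0% = DMSO wells and 100% = 10 µM SAHA wells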
Active calls of the source: *. This is a subset; the hit share may differ from the screen's.

SMILES	DAX1 inh	FXN GAA850 act
Nc1ccc2oc(-c3cccc(Br)c3)nc2c1	0.6	-1.0
C#CCOCCOCCOCCNc1nc(N2CCN(C(=O)CCCCCCCCCCNC(=O)[C@H](CO)n3cc(CCCSC)nn3)CC2)nc(N2CCN(C(=O)CCCCCCCCCCNC(=O)[C@H](CCCN=C(N)N)n3cc(C[C@@H](C)CC)nn3)CC2)n1	-1.3	3.2
Cc1nn(CC(=O)NCc2ccc(OC(C)C)cc2)c(=O)c2cc(-c3ccccc3)nn12	1.1	0.8
CCOc1ccc(N2C(=O)CS/C2=C(\C(Cl)=C(Cl)Cl)[N+](=O)[O-])cc1	-1.1	-4.4
CC1CCCN(CCCNC(=O)C2CCC(CNS(=O)(=O)c3cccc4nsnc34)CC2)C1 (stereo not drawn)	-0.3	-0.7
CN1CC=C2C(C#N)=C(N)C(C#N)(C#N)[C@H](c3ccoc3)[C@H]2C1	0.8	-1.6
Cc1ccc(/C=c2\sc3nc(-c4ccco4)nn3c2=O)o1	-0.1	-0.7
OC(COCC(F)(F)C(F)(F)C(F)(F)C(F)F)Cn1c2ccc(Cl)cc2c2cc(Cl)ccc21 (stereo not drawn)	-1.5	1.1
O=c1c2ccccc2ncn1Cc1ccc(Cl)cc1	0.2	0.7
O=C(COc1cc2oc(=O)c3c(c2cc1Cl)CCC3)NCc1ccccn1	0.1	1.0
CCOC(=O)C1CCN(C(=O)CC(NS(=O)(=O)c2ccc(OC)cc2)C(C)C)CC1 (stereo not drawn)	1.2	0.1
CCN(CC)c1ccc2c(Cl)c(Br)c(=O)oc2c1	-1.6	-4.4
CCc1c(C)nc(SC/C=C/c2ccccc2)[nH]c1=O	-0.3	1.9
COc1ccc(CCNC(=O)C2CCN(S(=O)(=O)c3cccc4cccnc34)CC2)cc1OC	0.3	0.2
c1ccc(CN2CCC(N3CCC(N4CCCCCC4)CC3)CC2)cc1	-1.3	1.7
CCCCN(CC)C(=O)C1CCC(=O)N(c2ccc(OC)cc2)C1c1ccc(OC)c(OC)c1 (stereo not drawn)	-1.3	-2.4
O=C(Nc1cc(Cl)ccc1-n1cncn1)c1ccc([N+](=O)[O-])s1	0.0	-0.6
CNc1ccccc1C(=O)OCC(=O)c1ccccc1	0.6	3.6
CCCCCCOC(=O)c1ccc(OC(=O)c2cccnc2)cc1	0.2	-0.6
CC(Oc1cccc(Br)c1)C(=O)NNC(=O)c1ccccn1 (stereo not drawn)	-1.5	5.2
CCCCC1=CC2=C(c3ccco3)C(=O)C(C)(OC(=O)c3ccc(OC)cc3)C(=O)C2=CN1Cc1ccc2c(c1)OCO2 (stereo not drawn)	1.7	-1.6
O=C(Nc1ccc2c(c1)OCCO2)C1CCCN(S(=O)(=O)c2cccs2)C1 (stereo not drawn)	-0.1	-2.4
Cc1ccc(-c2nc(=S)c3c(n2Cc2ccco2)CC(C)(C)OC3)cc1	-2.0	7.6*
CCC(C)Nc1ccc(NC(C)CC)cc1 (stereo not drawn)	-0.9	-1.9
Cc1ncsc1C(=O)N1N=C2/C(=C/c3ccc(N4CCOCC4)cc3)CCCC2C1c1ccc(N2CCOCC2)cc1 (stereo not drawn)	1.0	0.8
O=C(NC1CCCCC1)N(CCN1CCCC1)Cc1cc2cc3c(cc2[nH]c1=O)OCCO3	0.3	-1.7
O=[N+]([O-])c1c(NCCO)cc(Sc2nc3ccccc3s2)c2nonc12	1.4	0.6
CCCCNC(=O)N1CCN(c2ccnc3cc(Cl)ccc23)CC1	-2.5	-0.1
CCN1C(=O)CC(c2ccccc2)N(C2CCCC2)c2nc(Nc3ccc(C(=O)NC4CCN(C)CC4)cc3OC)ncc21 (stereo not drawn)	0.3	-4.9
CCO[C@@H]1OC(C(=O)N2CCCCCCC2)=C[C@H](c2cn(C(C)=O)c3ccccc23)[C@H]1CCCO	-0.4	-1.0
COC(=O)c1cc(=O)n(Cc2ccco2)c(=Nc2ccc(F)cc2)s1	-0.6	1.5
c1ccc2sc(N3CN(CCN4CCOCC4)CN(c4nc5ccccc5s4)C3)nc2c1	0.1	2.6
COc1ccc(/C=C/C(=O)NC(=S)NN2CCCCC2c2cccnc2)cc1 (stereo not drawn)	-1.4	1.6
CCCSc1nc(N)c2c3c(sc2n1)CN(C)CC3	-0.3	0.7
Cc1ccc(C(C)C)c(OCc2nn(CC(=O)c3ccc(OC(F)F)cc3)c3[n+]2CCCCC3)c1	-0.7	-0.9
Cc1cc(C)cc(OCC(=O)Nc2ccc(N3CCCC3)cc2)c1	-1.4	-0.7
O=C(NCC1OCCc2ccccc21)C1COc2ccccc2O1 (stereo not drawn)	-1.0	0.1
COc1cc(-c2noc(C)c2-c2ccc3[nH]ccc3c2)cc(OC)c1OC	-0.4	-1.1
Cc1ccc(-c2ccc(CCC(=O)O)n2CC(=O)O)cc1	1.0	0.3
CCCCCn1c(=O)[nH]c2cc(C(=O)Nc3ccc(OC)cc3)ccc2c1=O	0.3	-0.8
COc1ccc(CN2c3c(Br)cccc3C(=O)CS2(=O)=O)cc1	-0.6	-0.8
CCOC(=O)c1[nH]c(C)c(CC(C)C)c1C	2.7	8.5*
C[C@H](CO)N1C[C@H](C)[C@@H](CN(C)Cc2ccc(-c3ccccc3)cc2)Oc2c(NC(=O)Cc3ccccc3)cccc2C1=O	-0.3	-11
CCN(CC)CCNC(=O)c1ccc(NC(=O)C2CC(=O)N(c3ccc4c(c3)OCCO4)C2)cc1 (stereo not drawn)	0.5	1.8
S=C(Nc1cccc(Cl)c1)Nc1cccc2cnccc12	-1.6	-1.1

Reformatted: entries from further up
SMILES | DAX1 inh | FXN GAA850 act
CCC(C)Nc1ccc(NC(C)CC)cc1 (stereo not drawn) | -0.9 | -1.9
Cc1ncsc1C(=O)N1N=C2/C(=C/c3ccc(N4CCOCC4)cc3)CCCC2C1c1ccc(N2CCOCC2)cc1 (stereo not drawn) | 1.0 | 0.8
O=C(NC1CCCCC1)N(CCN1CCCC1)Cc1cc2cc3c(cc2[nH]c1=O)OCCO3 | 0.3 | -1.7
O=[N+]([O-])c1c(NCCO)cc(Sc2nc3ccccc3s2)c2nonc12 | 1.4 | 0.6
CCCCNC(=O)N1CCN(c2ccnc3cc(Cl)ccc23)CC1 | -2.5 | -0.1
CCN1C(=O)CC(c2ccccc2)N(C2CCCC2)c2nc(Nc3ccc(C(=O)NC4CCN(C)CC4)cc3OC)ncc21 (stereo not drawn) | 0.3 | -4.9
CCO[C@@H]1OC(C(=O)N2CCCCCCC2)=C[C@H](c2cn(C(C)=O)c3ccccc23)[C@H]1CCCO | -0.4 | -1.0
COC(=O)c1cc(=O)n(Cc2ccco2)c(=Nc2ccc(F)cc2)s1 | -0.6 | 1.5
c1ccc2sc(N3CN(CCN4CCOCC4)CN(c4nc5ccccc5s4)C3)nc2c1 | 0.1 | 2.6
COc1ccc(/C=C/C(=O)NC(=S)NN2CCCCC2c2cccnc2)cc1 (stereo not drawn) | -1.4 | 1.6
CCCSc1nc(N)c2c3c(sc2n1)CN(C)CC3 | -0.3 | 0.7
Cc1ccc(C(C)C)c(OCc2nn(CC(=O)c3ccc(OC(F)F)cc3)c3[n+]2CCCCC3)c1 | -0.7 | -0.9
Cc1cc(C)cc(OCC(=O)Nc2ccc(N3CCCC3)cc2)c1 | -1.4 | -0.7
O=C(NCC1OCCc2ccccc21)C1COc2ccccc2O1 (stereo not drawn) | -1.0 | 0.1
COc1cc(-c2noc(C)c2-c2ccc3[nH]ccc3c2)cc(OC)c1OC | -0.4 | -1.1
Cc1ccc(-c2ccc(CCC(=O)O)n2CC(=O)O)cc1 | 1.0 | 0.3
CCCCCn1c(=O)[nH]c2cc(C(=O)Nc3ccc(OC)cc3)ccc2c1=O | 0.3 | -0.8
COc1ccc(CN2c3c(Br)cccc3C(=O)CS2(=O)=O)cc1 | -0.6 | -0.8
CCOC(=O)c1[nH]c(C)c(CC(C)C)c1C | 2.7 | 8.5*

Continued.
SMILES	DAX1 inh	FXN GAA850 act
Cc1nnc(-c2ccc(N3CCOCC3)c([N+](=O)[O-])c2)o1	-0.2	6.2
CCOc1ccc(N(CC(=O)NC2CCCC2)S(=O)(=O)c2c(C)noc2C)cc1	0.7	0.9
CCN1C(=O)/C(=C/N2CCc3ccccc32)SC1=S	-0.5	4.8
CCN(CC)CCN1C(=O)C(=O)/C(=C(/O)c2ccc(S(=O)(=O)N3CCOCC3)cc2)C1c1ccc(C(C)(C)C)cc1 (stereo not drawn)	0.7	-0.9
O=C(CCN1CCN(c2ccccc2F)CC1)c1ccc(Br)cc1	0.7	-2.6
O=C(Nc1cccc(-c2nn[nH]n2)c1)c1csc2c1CCCC2	0.1	-0.3
COc1ccc(OC)c(NC(=O)CSc2ncnc3c2cnn3-c2ccccc2Cl)c1	-1.5	-5.6
Cc1ccc(F)cc1NS(=O)(=O)c1ccc(Cl)s1	-0.2	0.7
COc1cc(NC(=O)CCNC(=O)Cn2ccc3ccccc3c2=O)cc(OC)c1OC	0.2	1.4
CC1CCN(C(=O)CSc2nc(N)c3c4c(sc3n2)CN(C)CC4)CC1	1.1	0.8
C[C@@H](O)C1NC(=O)[C@H](CCCCN)NC(=O)c2cc([N+](=O)[O-])cc(F)c2NCCCC[C@@H](C(N)=O)NC1=O (stereo partly drawn)	2.1	1.1
Cc1cc(OCC(=O)N2CCC(O)CC2)c2c(C)cc(=O)oc2c1	-0.5	-0.7
CC(=O)c1cccc(NC(=O)Cn2cnc(S(=O)(=O)N3CCC(C)CC3)c2)c1	0.9	-3.3
COc1cc2cc3c(N)c(C(=O)NCc4ccco4)sc3nc2cc1OC	0.2	4.0
Cc1cc(-c2csc(NCc3ccccc3)n2)c(C)n1C	0.1	1.6
COCCn1c(C)cc(/C=N/NC(=O)c2cc3ccccc3cc2O)c1C	0.0	1.1
CCOc1ccccc1NC(=S)NC1CC2CCC1C2 (stereo not drawn)	1.7	0.0
COCCN1CCN(C(=O)c2cc(COc3cc(C)ccc3C)on2)CC1	2.3	2.4
COc1cccc2[nH]c3ccccc3c(=O)c12	-0.9	1.4
CC(=O)CCc1oc2ccc(NC(C)=O)cc2c1-c1ccc(C)o1	-0.9	-1.3
CC(C)(C)c1ccc(/C=C2\SC(=O)N(CCNC(=O)c3cccc(S(=O)(=O)N4CCOCC4)c3)C2=O)cc1	-0.6	-9.0
COc1ccccc1NC(=O)C1=C(C)NC(SCC(=O)c2ccccc2)=C(C#N)C1c1ccco1 (stereo not drawn)	-1.9	0.1
CN1C(=O)C(Cl)(Cl)C(=O)c2ccccc21	0.1	5.2
c1ccc(SSc2ccccn2)nc1	-0.4	2.3
CC(C)(C)c1ccc(Cn2c(=N)n(CC(O)c3ccco3)c3ccccc32)cc1 (stereo not drawn)	-0.6	-3.6
COc1cccc(C2C(C(C)=O)=C(C)Nc3ncnn32)c1 (stereo not drawn)	2.8	-1.2
C=CCN(c1ccccc1)S(=O)(=O)c1cccc(C(=O)Nc2ncccc2O)c1	-0.6	-0.6
COc1ccc(-n2ncc3c(NCCN4CCOCC4)ncnc32)cc1	2.7	-2.3
CSCCC(NS(=O)(=O)c1ccc(C)cc1)C(=O)NCCc1c[nH]c2ccccc12 (stereo not drawn)	-0.6	-0.8
COC(=O)c1scc(C)c1NC(=O)c1ccc(Cl)cc1	-0.6	1.7
O=C1C(Cl)=C(NCCN2CCCCC2)C(=O)c2ccccc21	-2.2	-4.6
CCOC(=O)C(C)n1cnc2c(nnn2-c2ccccc2)c1=O (stereo not drawn)	1.1	0.8
Cc1cc(OC(C)C(=O)NC2CCN(Cc3ccccc3)CC2)c2c(C)cc(=O)oc2c1 (stereo not drawn)	-0.1	-2.0
COC(=O)c1cc2sc(Cl)cc2n1CC(=O)N1CCCc2ccccc21	-0.2	-5.6
Cc1nc(NC2=NCN(CCCN3CCOCC3)CN2)nc2c(C)cccc12	-0.4	0.7
O=C(Nc1cccc(NC(=O)c2cc([N+](=O)[O-])ccc2Cl)n1)c1cc([N+](=O)[O-])ccc1Cl	2.2	-6.5
CC1(C)Cc2c(sc3c2c(=O)n(Cc2ccccc2)c2nncn32)CO1	-0.3	-2.2
O=C1CC(Nc2ccc(N3CCOCC3)cc2)C(=O)N1c1cccc(C(F)(F)F)c1 (stereo not drawn)	-0.5	1.4
O=C(CN1C(=O)c2cccc3cccc1c23)NCc1cccnc1	0.5	-0.5
Cc1c(C)c2ccc(OCC(=O)N3CCN(c4ccccc4)CC3)cc2oc1=O	-0.2	-2.1
CC(/C=N/NC(=O)c1cc(-c2ccncc2)nc2ccccc12)=C\c1ccco1	0.0	-0.3
Cc1ccccc1CSc1nsc(N)n1	0.1	3.9
O=C(CN1CCN(c2ccccc2)CC1)Nc1ccc(OCc2ccccc2)cc1	-1.1	-2.4
CCCCCC#CCN1CCN(C23CC4CC(CC(C4)C2)C3)CC1	0.1	0.6
COc1cccc(NC(=O)C(c2ccccc2)N2CCNC(=O)C2)c1 (stereo not drawn)	-0.9	-0.5
